NOD2-RIPK2 inh: inhibitors of human NOD2-RIPK2 interaction; CHO BLA complementation NOD2-RIPK2, CCF4 ratio; 0.38% of 360,000 active; AID 624267; O43353; inhibition, % at 4.98 µM; in the data active = inhibition above about 21%;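 note: 0% = vehicle only and 100% = reference blocker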
COUP-TFII inh: inhibitors of human COUP-TFII (NR2F2); P24468; HEK293T NGFI-A luciferase reporter, luminescence; inhibition, % at 8.6 µM; 0.7% of 370,000 active;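 active = inhibition above a per-plate cutoff, mean inhibition of test wells between control levels plus 3 SD, cut at about 38% in these data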;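 note: cells cotransfected with COUP-TFII expression vector driving the NGFI-A reporter; 0% = median of COUP-TF2 test wells and 100% = reporter-only cells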
LMP1 NFkB inh: Epstein-Barr LMP1 NF-kappaB reporter inhibition; inhibition, % at 12.5 µM; AID 504558; 0.69% of 350,000 active; LMP1-induced NF-kappaB luciferase reporter cells, luminescence; in the data active = inhibition above about 41%;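 note: 0% = neutral control wells and 100% = reference inhibitor control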
SRC3 inh: inhibits human SRC3 coactivator | Q9Y6Q9 | HEK293 GAL4-SRC3 luciferase reporter, luminescence | inhibition, % at 3.6 µM | 0.17% of 360,000 active;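 active = inhibition above a per-campaign cutoff, the mean of all compounds plus 3 SD, cut at about 60% in these data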;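 note: 0% = DMSO-treated cells and 100% = gossypol-treated cells at 36 µM; higher means less SRC3-driven luciferase light from the GAL4 reporter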
Target sequence (Q9Y6Q9 whole entry, looked up, the tested form may be a part): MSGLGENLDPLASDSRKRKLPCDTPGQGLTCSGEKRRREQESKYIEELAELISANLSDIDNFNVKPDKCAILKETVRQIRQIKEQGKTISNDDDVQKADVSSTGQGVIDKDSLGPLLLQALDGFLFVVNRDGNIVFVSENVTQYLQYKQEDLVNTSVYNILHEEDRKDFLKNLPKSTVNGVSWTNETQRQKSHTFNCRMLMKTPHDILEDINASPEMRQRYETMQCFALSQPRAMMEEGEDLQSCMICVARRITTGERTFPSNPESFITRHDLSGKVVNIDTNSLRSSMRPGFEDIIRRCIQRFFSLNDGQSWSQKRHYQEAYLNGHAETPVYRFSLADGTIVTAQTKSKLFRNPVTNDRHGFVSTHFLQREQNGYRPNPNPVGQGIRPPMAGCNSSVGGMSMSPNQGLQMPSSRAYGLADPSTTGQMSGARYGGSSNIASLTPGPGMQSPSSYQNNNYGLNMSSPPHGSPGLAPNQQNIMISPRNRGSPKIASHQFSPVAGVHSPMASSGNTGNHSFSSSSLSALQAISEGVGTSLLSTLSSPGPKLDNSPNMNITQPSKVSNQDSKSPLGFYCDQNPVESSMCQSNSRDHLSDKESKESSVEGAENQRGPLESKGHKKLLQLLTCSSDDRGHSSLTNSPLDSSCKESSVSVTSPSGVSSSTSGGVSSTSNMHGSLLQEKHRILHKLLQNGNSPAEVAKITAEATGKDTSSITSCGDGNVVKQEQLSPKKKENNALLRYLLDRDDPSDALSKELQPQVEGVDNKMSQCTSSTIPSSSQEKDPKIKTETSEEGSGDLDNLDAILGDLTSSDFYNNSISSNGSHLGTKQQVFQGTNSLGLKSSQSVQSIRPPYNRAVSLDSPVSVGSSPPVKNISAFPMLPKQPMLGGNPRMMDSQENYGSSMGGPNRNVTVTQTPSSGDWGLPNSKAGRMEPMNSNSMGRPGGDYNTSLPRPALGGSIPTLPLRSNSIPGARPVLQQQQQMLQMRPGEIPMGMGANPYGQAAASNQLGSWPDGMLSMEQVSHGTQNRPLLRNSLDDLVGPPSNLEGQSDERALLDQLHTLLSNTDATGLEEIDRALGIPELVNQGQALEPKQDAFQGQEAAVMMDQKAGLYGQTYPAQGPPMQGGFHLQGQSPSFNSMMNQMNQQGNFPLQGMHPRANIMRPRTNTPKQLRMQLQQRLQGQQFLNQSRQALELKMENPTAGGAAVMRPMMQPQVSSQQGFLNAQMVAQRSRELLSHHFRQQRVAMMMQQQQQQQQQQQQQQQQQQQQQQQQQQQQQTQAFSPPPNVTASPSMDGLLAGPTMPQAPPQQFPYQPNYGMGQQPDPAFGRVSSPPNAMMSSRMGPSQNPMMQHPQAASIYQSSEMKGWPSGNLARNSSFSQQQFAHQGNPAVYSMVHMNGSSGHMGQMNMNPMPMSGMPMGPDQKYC
MC4R antagonist: blocks human MC4R cAMP signaling; P32245; MC4R-expressing cells, MTII-stimulated cAMP, LANCE TR-FRET; inhibition, % at 6.5 µM; 0.48% of 360,000 active; AID 540295;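 active = inhibition above its plate's cutoff, the mean of tested wells on that plate plus 3 SD, cut at about 29% in these data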;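 note: 0% = Melanotan II alone and 100% = Melanotan II plus saturating MCL0020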
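system = U2OS cells with stable human MC4R expression | also added = Melanotan II challenge after compound preincubation | dosing = one concentration, 6.5 µM nominal | incubation = compound 30 min, challenge 1 h, detection 1 h | measured by = TR-FRET with Eu-cAMP and labeled anti-cAMP, 671 nm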
NCOA1 inh: inhibits human SRC1 coactivator; Q15788; HEK293 GAL4-SRC1 luciferase reporter, luminescence; inhibition, % at 3.6 µM; 0.12% of 360,000 active; AID 588354;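 active = inhibition above the campaign mean plus 3 SD, with each screening campaign given its own cutoff, cut at about 60% in these data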;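 note: 0% = DMSO treated cells and 100% = gossypol at 36 µM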
LRH-1 inv ag: suppresses constitutive activity of human LRH-1 | inhibition, % at 3.6 µM | HEK293T StAR-luciferase reporter, LRH-1 transfected, 24 h | 0.13% of 360,000 active;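 active = inhibition above the mean inhibition of all tested compounds plus 3 SD, cut at about 73% in these data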;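 note: 0% = DMSO wells and 100% = reporter-only cells lacking LRH-1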
MC4R barr agon: activates human MC4R beta-arrestin recruitment. U2OS MC4R beta-arrestin complementation, luminescence; percent of melanotan II response, DMSO zero. P32245. activation, % at 8.9 µM. AID 540308. 0.98% of 360,000 active;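 active = activation above a per-plate cutoff, the mean activation of sample wells on that plate plus 3 SD, cut at about 8% in these data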
SRC2 inh: human SRC2 (NCOA2) inhibition; Q15596; 0.17% of 370,000 active; HEK293 GAL4-SRC2 luciferase reporter, luminescence; inhibition, % at 9 µM;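 active = inhibition above the mean inhibition of all tested compounds plus 3 SD, set per campaign, cut at about 52% in these data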;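 note: 0% = DMSO treated cells and 100% = cells given Gossypol at 36 µM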
ABHD5-PLIN5 inh: inhibitors of human ABHD5-perilipin-5 interaction; Q00G26+Q8WTS1; Split G. princeps luciferase complementation, luminescence, 4 h; inhibition, % at 4 µM; 0.78% of 360,000 active;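 active = inhibition above the mean inhibition across every tested compound plus 3 SD, cut at about 22% in these data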;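 note: 0% = DMSO only wells and the 100% control is not disclosed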
TLR9-MyD88 block: inhibitors of human TLR9-MyD88 binding | Q9NR96+Q99836 | CHO BLA complementation TLR9-MyD88, CCF4 FRET ratio | inhibition, % at 4.98 µM | 0.21% of 340,000 active;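 active = inhibition above the mean over all tested compounds plus 3 SD, cut at about 21% in these data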;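 note: 0% = DMSO only wells and 100% = clavulanate BLA inhibitor control wells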
The depositor's hits bear a star; nt = no result given. Only part of the results is shown, so the mix of outcomes need not match the whole.

item | NOD2-RIPK2 inh | COUP-TFII inh | LMP1 NFkB inh | SRC3 inh | MC4R antagonist | NCOA1 inh | LRH-1 inv ag | MC4R barr agon | molecule | SRC2 inh | ABHD5-PLIN5 inh | TLR9-MyD88 block
1 | 1.3 | -23.4 | 8.5 | -9.3 | 7.3 | -22.0 | -51.8 | -1.2 | Cc1ccc(S(=O)(=O)n2nc(-c3ccco3)nc2SCc2ccccc2)cc1 | -32.9 | 5.0 | -4.0
2 | -8.4 | -9.4 | 9.1 | -29.5 | 2.8 | 0.5 | -7.2 | -3.1 | Cc1ccc2nc(SCC(=O)Nc3ccc(F)cc3)nc(=O)n2c1 | -5.5 | 7.4 | 1.9
3 | 9.1 | 6.5 | -3.6 | -18.1 | 3.7 | -20.3 | 29.3 | -2.5 | COc1cc(C(=O)NCCNc2nc3c(C)cccc3cc2C#N)cc(OC)c1OC | -16.2 | -2.5 | 11.7
4 | -14.1 | 2.9 | -3.9 | -11.2 | 2.6 | -15.6 | 12.2 | 2.7 | CN1CCN(NC(=O)c2ccc(F)cc2)CC1 | -18.6 | 8.1 | 4.3
5 | -1.6 | 5.5 | 2.3 | 6.2 | 13.5 | -7.0 | 0.9 | -0.7 | Cc1c(Cl)cccc1NC(=O)CCCN1C(=O)c2cccnc2C1=O | -32.9 | 4.0 | 1.3
6 | -13.0 | -14.2 | -4.0 | 5.5 | 5.6 | 0.0 | -1.4 | -1.4 | Cc1cc(-c2nnc(CCC(=O)NC(C)c3ccc(F)cc3)o2)no1 (stereo not given) | -10.3 | -1.7 | 6.9
7 | -1.4 | -15.6 | -3.4 | -19.7 | -4.4 | 1.1 | -16.6 | -2.5 | Nc1nc(SCc2c(Cl)cccc2Cl)n[nH]1 | -11.5 | 0.3 | -7.0
8 | -2.0 | 2.9 | 4.1 | -0.4 | 2.1 | -20.0 | -3.5 | -1.6 | CCOCc1[nH]c(=S)[nH]c(=O)c1Cc1ccc(OCC)cc1 | 1.8 | -0.9 | -0.3
9 | 0.5 | -2.0 | -8.6 | 9.9 | 10.7 | -47.7 | -2.1 | -1.6 | CC(=O)NCC(=O)N1CCC(n2nccc2NC(=O)CCCc2ccccc2)CC1 | -23.9 | -1.3 | 9.5
10 | -9.4 | 2.5 | -1.9 | 3.9 | 27.6 | 7.6 | -28.6 | 1.4 | Cc1ccc(NC(=O)CCCN2C(=O)/C(=C/C=C/c3ccccc3)SC2=S)cc1 | -9.6 | 3.8 | -9.6
11 | 1.2 | -19.1 | -5.5 | 0.7 | -2.2 | -3.6 | -3.1 | -0.7 | O=C(O)c1ccc(COc2ccccc2/C=C2\NC(=O)N(Cc3ccccc3)C2=O)cc1 | 11.4 | -1.5 | 2.0
12 | 0.1 | 5.1 | -2.0 | 10.6 | 3.0 | -11.3 | 0.9 | -3.3 | Cc1nnc(-c2cnn(-c3ccccc3)c2N)n1Cc1ccncc1 | 30.0 | -2.1 | 6.9
13 | -6.6 | -8.9 | 3.9 | 1.9 | 3.4 | -52.9 | 4.3 | 0.6 | COC(=O)c1nnn(-c2nonc2N)c1CSc1ccccn1 | 5.0 | -3.1 | 0.1
14 | 6.5 | -5.6 | -6.0 | -44.4 | 7.7 | -18.3 | -4.9 | -1.3 | CN(C(=O)c1ccc(NC(=O)Cc2cccc(NC(=O)C3CCCN(C(=O)C4CC4)C3)c2)cc1)C1CC1 (stereo not given) | -15.5 | -1.2 | -0.6
15 | -2.1 | 1.0 | 8.9 | 3.6 | 2.1 | -3.4 | 6.6 | 0.5 | Cc1ccc(NC(=O)COc2cccc(Oc3ccccc3)c2)cc1S(=O)(=O)N1CCOCC1 | -14.0 | -6.3 | -3.8
16 | -3.2 | -0.5 | -0.6 | -0.7 | 0.4 | 3.9 | -16.3 | -1.1 | COC(=O)C[N+](C)(C)C/C=C\c1ccccc1 | -6.6 | 0.1 | 5.8
17 | 0.1 | -3.0 | -4.0 | 7.2 | -8.3 | -5.8 | 10.7 | -2.3 | CCN(CC(=O)Nc1c(F)cccc1F)C(=O)CCN1C(=O)C2CCCCC2C1=O (stereo not given) | 1.4 | -2.8 | 8.5
18 | 15.7 | 6.3 | -0.3 | -11.7 | 11.0 | -17.3 | -4.4 | -2.0 | Cc1nn(C)c(C(=O)NNC(=S)NC2CCCCC2)c1Cl | -7.8 | 6.0 | -1.0
19 | -15.8 | -13.5 | 4.7 | 13.5 | -16.9 | -32.5 | 23.3 | 1.8 | COc1ccc(S(=O)(=O)N2CCCC2)c(Cl)c1Cl | 7.6 | 9.3 | 5.3
20 | -3.5 | 2.6 | -11.1 | 11.5 | -2.6 | 10.3 | 6.2 | -0.3 | Cc1ccc[n+](CC2OCc3ccccc3CO2)c1 | -11.6 | -0.2 | 1.1
21 | 6.3 | 12.9 | -9.2 | 3.7 | 2.4 | -9.1 | 4.1 | -2.9 | CCOC(=O)c1cnc(SCC(=O)NCc2ccco2)nc1N | -15.1 | 1.3 | 6.2
22 | 0.6 | -10.8 | -0.2 | -17.2 | 7.3 | 5.3 | 7.0 | -0.6 | Cc1nc2ccccc2n1C1CC(=O)N(N(C)C)C1=O (stereo not given) | 17.9 | -6.3 | -8.7
23 | 8.6 | 22.9 | -0.5 | -1.6 | 8.1 | -1.3 | 12.3 | -0.7 | COc1ccc(NC(=O)CN2C(=O)C(C)Oc3ccc(C)cc32)cc1 (stereo not given) | 22.6 | 2.0 | 3.4
24 | 0.9 | -15.8 | 6.0 | 14.1 | 10.6 | -11.1 | -1.1 | -1.2 | CC(OC(=O)COc1ccc(C#N)cc1)C(=O)Nc1ccc(Cl)cn1 (stereo not given) | 2.2 | -1.7 | 1.1
25 | -5.2 | 10.5 | 4.5 | 12.5 | 4.2 | 13.2 | 5.9 | -1.1 | CC(C)(C)c1ccc(S(=O)(=O)Nc2ccc(C(=O)N3CCCC3)cc2)cc1 | 12.8 | -3.1 | -11.2
26 | -5.0 | 10.8 | 0.5 | 25.1 | 0.1 | -16.9 | 5.2 | 2.6 | C=CCc1c(C)nc(SC)nc1Nc1ccc(C)cc1 | 3.0 | -8.0 | 2.6
27 | -5.7 | -7.7 | nt | 1.9 | 0.6 | -1.5 | -5.8 | -0.6 | CC1(C(=O)NS(=O)(=O)c2cccc(C#N)c2)CCN1C(=O)c1ccco1 (stereo not given) | -20.1 | 2.3 | nt
28 | 2.3 | -67.5 | -54.8 | -40.8 | 7.9 | -48.7 | -91.9 | -2.0 | Cc1[nH]c2ccc(C(=O)NC3CCC(C)CC3)cc2c1C (stereo not given) | -48.7 | -0.2 | 11.0
29 | -1.0 | 4.8 | 2.1 | 2.5 | 3.3 | -8.4 | -6.0 | 0.8 | CC(C)C[C@H](NC(=O)c1nc[nH]c1C(=O)N1CCN(c2ccccc2)CC1)C(=O)OC(C)(C)C | -10.0 | -9.6 | -5.4
30 | -6.3 | -26.6 | -6.1 | 19.0 | 6.3 | -10.5 | -24.2 | -0.7 | N#CCCNC(=O)CCN1CCOCC1 | -1.2 | -7.6 | -12.0
31 | 5.6 | -9.6 | 2.1 | -1.4 | 27.2 | -0.6 | 18.1 | 3.3 | FC(F)(F)c1cccc(N2CCN(C3CC4CCC3C4)CC2)c1 (stereo not given) | 0.1 | -0.9 | -7.8
32 | 4.9 | -4.6 | -1.5 | 12.2 | 3.1 | 3.0 | -0.7 | -0.3 | C=CCNC(=O)COC(=O)c1cc(S(=O)(=O)N2CCOCC2)ccc1N1CCCCC1 | -20.6 | 1.2 | 12.3
33 | -6.7 | -5.8 | -5.5 | 0.6 | 2.6 | -34.8 | -31.4 | -0.3 | COC(=O)N/N=C(\C)c1ccco1 | -14.6 | -2.1 | nt
34 | 4.2 | 9.8 | 12.7 | 3.3 | -4.1 | 4.2 | -5.8 | -2.5 | Cc1c(Br)c([N+](=O)[O-])nn1CC(=O)Nc1ccc(Cc2ccncc2)cc1 | 12.8 | -6.7 | 1.0
35 | -8.4 | 15.8 | nt | -0.8 | 2.5 | 7.8 | 8.2 | -1.7 | CCCCN(C=O)c1c(CC)nc2c(OCCOc3ccc(F)cc3)cccn12 | 11.6 | 1.7 | nt
36 | -4.8 | 20.2 | -7.5 | 15.6 | 33.6* | -15.4 | -35.6 | 2.0 | O=C(/C(=C/O)N=Nc1ccccc1)c1ccc(Cl)cc1 | -14.6 | -2.0 | 4.3
37 | -3.6 | -37.5 | -6.3 | -31.4 | -2.6 | -57.1 | -46.5 | -2.7 | O=C(Nc1ccc(S(=O)(=O)N2CCCCCC2)cc1)c1ccco1 | -24.6 | -10.6 | 1.3
38 | -0.3 | -4.2 | 2.8 | 6.4 | 10.1 | 2.8 | -2.3 | -1.4 | O=C(NCc1ccc2c(c1)OCO2)C1CCCN1S(=O)(=O)c1ccc(Cl)cc1 (stereo not given) | 2.4 | -0.1 | -7.7
39 | -0.8 | -18.5 | 0.2 | -0.9 | -1.7 | 9.9 | 2.1 | -0.7 | CN(Cc1nccn1C)C(=O)CC1C(=O)NCCN1Cc1ccc(F)cc1Cl (stereo not given) | -27.0 | 1.6 | -6.0
40 | 9.0 | -22.7 | -31.9 | -40.9 | 3.5 | -83.6 | -33.7 | -1.2 | C/C(=N\NC(=O)c1csc(C)c1C)c1ccc(Cl)s1 | -40.9 | -3.9 | -8.9
41 | -11.2 | -6.3 | -1.7 | -5.2 | 12.7 | -21.9 | -14.9 | 1.8 | Cc1nn(CC2CC2)c(=O)n1-c1ccc(C(C)C)cc1 | -3.3 | -4.4 | -4.5
42 | 0.8 | 8.5 | 1.1 | 12.4 | 9.5 | -25.3 | 15.0 | -2.3 | Cc1ccc2nc(C)cc(C(=O)N/N=C/c3ccncc3)c2c1 | -7.4 | -2.0 | -5.4
43 | -4.9 | 7.5 | -0.4 | 21.4 | 4.0 | -7.5 | -1.0 | -2.4 | Cc1cc2oc(=O)cc(CN3CCN(Cc4ccc5c(c4)OCO5)CC3)c2cc1C | -0.1 | 0.5 | 0.6
44 | -6.7 | -6.7 | 1.5 | 10.8 | 10.1 | -16.1 | 1.2 | -0.4 | CCCCNC(=S)NNC(=O)c1ccc(Br)o1 | -8.4 | -4.2 | 1.9
45 | -1.9 | -3.7 | -7.0 | -1.4 | 8.7 | -15.0 | -6.5 | -3.2 | CSc1ccc(Cl)c(C(=O)NCCOc2ccccc2)c1 | 4.9 | -4.1 | 0.6
46 | 0.3 | 10.2 | -4.1 | -3.7 | -4.2 | 7.4 | 13.1 | 0.4 | Cc1ccc2c(c1)=C(c1ccccc1)N(O)CC(=O)N=2 | -19.8 | 4.5 | 5.9

MC4R antagonist, entries above that show a hit.
item | NOD2-RIPK2 inh | COUP-TFII inh | LMP1 NFkB inh | SRC3 inh | MC4R antagonist | NCOA1 inh | LRH-1 inv ag | MC4R barr agon | molecule | SRC2 inh | ABHD5-PLIN5 inh | TLR9-MyD88 block
36 | -4.8 | 20.2 | -7.5 | 15.6 | 33.6* | -15.4 | -35.6 | 2.0 | O=C(/C(=C/O)N=Nc1ccccc1)c1ccc(Cl)cc1 | -14.6 | -2.0 | 4.3
